ATXN2 expr inh: Primary qHTS for Inhibitors of ATXN expression; HEK-293 ATXN2-luciferase reporter, luminescence, 24 h; 0.72% of 360,000 active; Potency, µM (top dose mostly 57 µM), inactives show at the top dose activity change, negative = inhibition, usual class: inhibitors; note: potency is the fitted concentration of half-maximal effect; % is set by controls: 0 for no effect and ±100 for the full control effect; nearly all actives have a fitted effect of over 55% in size
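ATXN2-luciferase reporter cells (luciferase flanked by upstream and downstream ATXN2 gene portions) were treated 24 h at 37 °C with compounds at up to 57 uM. SteadyGlo luminescence gave expression; GF-AFC fluorescence gave viability.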
TGFb inhibitor: qHTS for Inhibitors of TGF-b | HepG2 CAGA-GFP TGF-b/SMAD3 reporter, GFP fluorescence, 18 h; TGF-beta stimulated, 500 pg/mL final | Potency, µM (series often up to 46.1 µM), for inactives: at the highest dose activity, negative = inhibition, actives largely listed as inhibitors | 1.2% of 410,000 active | AID 588855, 2011; note: potency is the fitted concentration of half-maximal effect; % is set by controls: 0 for no effect and ±100 for the full control effect; nearly all actives have a fitted effect of over 65% in size
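HEPG2 CAGA-GFP reporter cells (1000/well, DMEM with 1% FBS) received compounds, then recombinant TGF-beta at 500 pg/mL final for 18 hours at 37 degrees C. Per-cell GFP summed per well was normalised to unstimulated and stimulated DMSO controls before curve fitting.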
Nrf2 inh: Nrf2 qHTS screen for inhibitors | A549 ARE-Fluc reporter, luciferase luminescence, 18-24 h | Potency, µM (titrated, usually from 46 µM), for the others: at the highest dose activity change, negative = inhibition, most hits filed as inhibitors | 2.1% of 360,000 active; note: potency is the fitted concentration of half-maximal effect; % is set by controls: 0 for no effect and ±100 for the full control effect; nearly all actives have a fitted effect of over 60% in size
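Nrf2 activity is the BugLite luminescence, read 15 min after reagent at room temperature, following CellTiter-Fluor cytotoxicity readout (30 min, 37C). Compound titrations were applied for 18-24 h to 5000 A549 ARE_Fluc cells/well in 5% FBS OPTI-MEM.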
HepG2 viability: qHTS for Inhibitors of TGF-b: Cytotox Counterscreen; HepG2 CAGA-GFP viability, ATP luminescence, 18 h; Potency, µM (doses to about 46.1 µM), inactives show at the highest dose activity change, negative = cytotoxicity, most hits filed as cytotoxic; 0.76% of 410,000 active; AID 588856, 2011; note: potency is the fitted concentration of half-maximal effect; some results filed as inactive show a strong effect at the top dose
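HepG2 CAGA-GFP cells (1000/well, DMEM with 1% FBS) received compound, then TGF-beta at 500 pg/mL final, and were incubated 18 hours at 37 degrees C. Viability was read by CellTiter-Glo luminescence. Media-only wells were set as complete cell-killing and DMSO as no toxicity.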
Nrf2 activator: qHTS of Nrf2 Activators | AREc32 ARE-luciferase reporter (MCF7-derived line), luminescence, 24 h | Potency, µM (series often up to 46.1 µM), for inactives: at the highest dose activation, actives largely listed as activators | 0.31% of 410,000 active; note: potency is the fitted concentration of half-maximal effect; % of control where 0% means no effect; nearly all actives have a fitted effect of over 65% in size
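ARE-driven firefly luciferase activity in AREc32 cells measured after a 24 hr compound exposure at 37 deg C, using Steady-Glo reagent and a 30 min room-temperature hold.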
MCF10A rereplic: A quantitative high throughput screen for small molecules that induce DNA re-replication in MCF 10a normal breast cells. MCF 10A DNA re-replication, Hoechst nuclear intensity, 48 h. Potency, µM (series often up to 46.1 µM), for the others: top-dose activity, positive = re-replication, most hits filed as activators. 2.9% of 350,000 active. AID 624296, 2012; note: potency is the fitted concentration of half-maximal effect; % of control where 0% means no effect; nearly all actives have a fitted effect of over 50% in size
ATXN viability: Viability Counterscreen for Primary qHTS for Inhibitors of ATXN expression; S2 cells (HEK-293 line with an ATXN2-luciferase reporter) viability, CellTiter-Fluor protease fluorescence, 24 h; Potency, µM (top dose mostly 56.7 µM), hits mostly cytotoxic; 0.49% of 400,000 active; AID 651635, 2014; note: potency is the fitted concentration of half-maximal effect; nearly all actives have a fitted effect of over 40% in size
IL-1B inflam inh: qHTS for Inhibitors of Inflammasome Signaling: IL-1-beta AlphaLISA Primary Screen. THP-1 LPS/ATP IL-1B secretion, AlphaLISA, 16 h; active compounds read low. activity change, % at 57.5 µM. 4.7% of 360,000 active. AID 743279, 2014; in the data active = activity change below about -50%; inconclusive = mostly about -30% to -49%; note: % is set by controls: 0 for no effect and ±100 for the full control effect
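Secreted IL-1B measured by AlphaLISA bead assay after 16 h compound exposure of THP-1 cells; compounds (final up to 57.5 uM) added 1 h before LPS (250 ng/mL) and ATP (1.25 mM) stimulation; lower signal means less secretion.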
A549 tox: Nrf2 qHTS screen for inhibitors: counterscreen for cytotoxicity; A549 ARE-Fluc cells, CellTiter-Fluor viability, 18-24 h; Potency, µM (top dose mostly 46 µM), inactives show top-dose activity change, negative = cytotoxicity, most hits filed as inhibitors; 0.16% of 390,000 active; note: potency is the fitted concentration of half-maximal effect; % is set by controls: 0 for no effect and ±100 for the full control effect
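Cytotoxicity counterscreen: CellTiter-Fluor fluorescence was measured in A549 ARE_Fluc cells after 18-24 h of compound exposure in a concentration series. The subsequent BugLite luminescent read reports ARE-luciferase activity.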
* = called active by the depositor; i = inactive; ? = inconclusive; . = not tested or not shown; & = joins results of further samples; [ ] = remark or other dose. Unless noted, calls come from the whole dose curve; as a rule, active = well fitted curve in the direction sought with a large enough effect; inconclusive = small, poorly fitted or top-dose-only effect, or another doubt; inactive = no such curve, though single readings can be large; an effect the other way counts as inactive or inconclusive.

SMILES | ATXN2 expr inh | TGFb inhibitor | Nrf2 inh | HepG2 viability | Nrf2 activator | MCF10A rereplic | ATXN viability | IL-1B inflam inh | A549 tox
Cc1ccc(C(c2nnnn2CC2CCCO2)N2CCN(C(=O)c3ccco3)CC2)cc1 (stereo not given) | -1% | 1% | . | -6% | -0.5% | -3% | i | 1 | -1%
Cc1cc(C)c(NC(=O)CCCn2c(=O)oc3ccccc32)c(C)c1 | -1% | -1% | 9% | -8% | -0.1% | 6% | i | 8 | 0%
Cn1nc(C(=O)Nc2ccc(Cl)c(S(=O)(=O)N3CCOCC3)c2)c2ccccc2c1=O | -11% | -1% | ? | -28% | 0.8% | 8% | i | ? | 1%
NC(=S)NN=Cc1nccc2c(C(F)(F)C(F)(F)C(F)(F)F)cccc12 | . | 1.4µM* | . | -37% | ? | . | . | 117 | .
Cc1cc(C(=O)N2CCCC(Nc3ccc(C)c(C)c3)C2)nc(C)n1 (stereo not given) | . | 1% | . | 19% | -0.5% | . | ? | 44 | .
Cn1cc(C2=C(c3ccc(Cl)cc3Cl)C(=O)NC2=O)c2ccccc21 | -13% | 5%&21% | -11%&-22% | 9%&0% | 0.9% | 93% | i | -1 | -2%&2%
COc1cc(OC)c(OC)cc1CNC(=O)c1cc(S(=O)(=O)N2CCOCC2)ccc1F | -10% | -2% | -8% | 19% | -0.6% | -1% | i | 5 | 0%
COc1ccc(CN2CSC(=S)N(Cc3ccccc3)C2)cc1 | . | 13µM* | 6% | 11µM* | ? | ? | 7.1µM* | -3 | 7%
COc1cccc(CNc2nc3ccc(C)cc3n3cnnc23)c1 | . | 14% | -8% | 6% | 0.4% | -2% | ? | 0 | -5%
COc1ccc(Cl)cc1S(=O)(=O)N1CCCC1=O | 3%[11.3 µM] | 14% | 21% | 9% | 2.5% | -2% | i | 33 | -2%
Cc1ccc(-c2ccc(CCC(=O)O)n2-c2cccc(C)c2C)cc1 | 15% | ? | -7% | -23% | 4.5% | . | i | . | -3%
Cn1cc(C=O)c2ccccc21 | . | -3% | 6% | -37% | 0.2% | -1% | i | 24 | 2%
Cc1ccccc1S(=O)(=O)Nc1cccnc1 | 6% | 9% | -2% | -3% | -0.6% | -2% | i | -9 | -2%
Cc1[nH]c2ccccc2c1C(=O)C(C)OC(=O)c1ccc([N+](=O)[O-])o1 (stereo not given) | -24% | ? | -27% | -40% | ? | 23µM* | i | -62* | -2%
Cc1cccc(N2CCN(C(=O)c3cc4c(=O)n(C)c5ccccc5c4n3C)CC2)c1C | 1% | 0% | -21% | 6% | -0.4% | -2% | i | 23 | -7%
O=C(COC(=O)CCC(=O)c1ccc(Cl)cc1)NCCc1ccccc1 | 3% | -5% | -4% | 0% | -1.2% | ? | i | 3 | 2%
Cc1cc(=O)oc2c(CN3CCCCC3)c(O)c(Cl)cc12 | 5% | -28% | ? | 6% | 0.3% | -13% | i | 4 | 10%
c1ccc(Cn2c(NCc3ccccn3)nc3ccccc32)cc1 | 3% | -9% | -12% | -12% | 1.9% | 1% | i | -27 | -6%
O=C(NCc1ccc(N2CCCC2=O)cc1)c1cnccn1 | 0% | -24% | 2% | -4% | -0.7% | 1% | ? | -1 | -1%
CSc1nc(Oc2ccc3ccccc3c2)c2sccc2n1 | ? | -7% | ? | -3% | ? | ? | i | 76 | -10%
O=C(CSc1cccc[n+]1[O-])c1ccccc1Br | -18% | ? | ? | -72% | 11% | -36%[inhibitor] | ? | -29 | 3%
O=C(NCC(c1ccco1)N1CCCCC1)c1cccs1 (stereo not given) | -6% | 3% | 1% | 16% | 6.5% | 8% | i | 17 | 0%
CC(=O)Nc1ccc(NC(=O)CSc2ccc(-c3ccc(-n4ccnc4)cc3)nn2)cc1 | 4% | 18% | 0% | 20% | 2.2% | ? | i | 10 | -11%
CCN(CC)C(=O)c1sc(NC(=O)C2c3ccccc3Oc3ccccc32)c(C(=O)OC(C)C)c1C | 4% | 0% | 25% | -21% | -0.1% | . | i | . | 9%
CCOc1ccc(-c2nc(CSCC(=O)N3CCN(c4ccc(F)cc4)CC3)c(C)o2)cc1 | -1% | -5% | . | 7% | 0.3% | . | i | . | -2%
NNC(=O)c1cc(Cl)ccc1Cl | -24% | -27% | -4% | -13% | 0.0% | ? | i | 1 | 4%
COc1ccc(CNC(=O)C/C(C)=N/NC(=O)c2cnccn2)cc1 | 21% | -6% | 16% | 1% | 0.6% | -13% | i | 28 | -2%
COCCCNC(=O)c1ccccc1NS(C)(=O)=O | 2% | -6% | 3% | 5% | -0.5% | -10% | i | -5 | 1%
Cc1ccccc1OCC(=O)Nc1ccc2oc(=O)ccc2c1 | -3% | -7% | 1% | -2% | 9.2% | 0% | i | 5 | 0%
CC[n+]1c(S(=O)(=O)[O-])ccc2ccc(C)cc21 | 17% | 10% | -11% | 3% | 3.4% | 0% | i | 19 | -5%
COc1ccc(C(=O)CSc2nnc(COc3ccc(C#N)cc3)n2-c2ccccc2)cc1 | 0% | 0% | ? | 3% | -0.5% | 23% | i | 36 | ?
CC1CCC2(CC1)NC(=O)N(NC(=O)c1cc3ccccc3o1)C2=O (stereo not given) | 7% | 2% | 2% | 0% | -0.1% | -1% | i | 0 | -1%
COc1ccc(NC(=O)C2CCN(S(=O)(=O)c3ccc(Br)s3)CC2)cc1OC | -5% | -27% | -4% | -25% | 2.7% | 6%&13% | i | -11 | -8%
CCOC(=O)c1c(C)[nH]c(C)c1C(=O)CSc1nc2ccccc2n1CCC#N | -7% | -11% | 3% | -19% | 0.6% | -8% | i | 0 | -2%
O=C(COC(=O)c1ccc2c(c1Cl)C(=O)c1ccccc1C2=O)NC1CC1 | -4% | ? | 14% | -9% | 26% | ? | i | 0 | 2%
COc1ccc(-c2cc3c(=O)n(CC(=O)Nc4ccc(C(C)=O)cc4)ncn3n2)cc1 | . | 11% | 5% | -7% | -0.4% | -2% | i | -22 | -1%
O=C(Nc1cccc(C(F)(F)F)c1)c1ccc(N2CCNCC2)c([N+](=O)[O-])c1 | ? | 13% | ? | 0% | 3.8% | 14% | i | -82* | -10%
CC(C)[C@H]1CN=C2N(CCNC(=O)CCC3CCCCC3)[C@H](Cc3ccc(O)cc3)CN21 | -17% | 4% | 15% | -18% | 0.4% | 3% | i | -14 | 7%
CC1CCN(C(=O)c2ccc(NC3=C(Cl)C(=O)N(Cc4ccccc4)C3=O)cc2)CC1 | ? | ? | -14% | -43% | 5.7% | 23µM* | ? | -93* | -9%
COc1ccc(C(=O)N/N=C/c2ccccn2)cc1 | . | -6% | . | -1% | 2.0% | . | i | 57 | .
NNC(=O)CSc1nc(-c2ccccc2)nc2c1CCCC2 | -23% | -13% | ? | -7% | 4.8% | 12% | ? | -1 | -7%
COCCNC(=O)C1CCCN(c2nn3c(=O)cc(C)nc3s2)C1 (stereo not given) | -3% | -1% | 11% | 16% | 0.1% | 3% | i | 33 | 4%
CCOC(=O)c1c(NC(=O)CSc2nnnn2-c2ccccc2)sc2c1CC(C)(C)NC2(C)C | ? | -24% | -19% | -36% | 5.2% | ? | ? | -62* | -3%
Cc1nc(SCC(=O)Nc2ccc(N3CCOCC3)cc2)nc(C)c1C | 6% | 21% | -1% | 3% | -0.5% | -1% | i | -10 | -8%

Molecules listed so far containing an aryl thioether with sulfur outside any ring (eight):
SMILES | ATXN2 expr inh | TGFb inhibitor | Nrf2 inh | HepG2 viability | Nrf2 activator | MCF10A rereplic | ATXN viability | IL-1B inflam inh | A549 tox
CSc1nc(Oc2ccc3ccccc3c2)c2sccc2n1 | ? | -7% | ? | -3% | ? | ? | i | 76 | -10%
O=C(CSc1cccc[n+]1[O-])c1ccccc1Br | -18% | ? | ? | -72% | 11% | -36%[inhibitor] | ? | -29 | 3%
CC(=O)Nc1ccc(NC(=O)CSc2ccc(-c3ccc(-n4ccnc4)cc3)nn2)cc1 | 4% | 18% | 0% | 20% | 2.2% | ? | i | 10 | -11%
COc1ccc(C(=O)CSc2nnc(COc3ccc(C#N)cc3)n2-c2ccccc2)cc1 | 0% | 0% | ? | 3% | -0.5% | 23% | i | 36 | ?
CCOC(=O)c1c(C)[nH]c(C)c1C(=O)CSc1nc2ccccc2n1CCC#N | -7% | -11% | 3% | -19% | 0.6% | -8% | i | 0 | -2%
NNC(=O)CSc1nc(-c2ccccc2)nc2c1CCCC2 | -23% | -13% | ? | -7% | 4.8% | 12% | ? | -1 | -7%
CCOC(=O)c1c(NC(=O)CSc2nnnn2-c2ccccc2)sc2c1CC(C)(C)NC2(C)C | ? | -24% | -19% | -36% | 5.2% | ? | ? | -62* | -3%
Cc1nc(SCC(=O)Nc2ccc(N3CCOCC3)cc2)nc(C)c1C | 6% | 21% | -1% | 3% | -0.5% | -1% | i | -10 | -8%

Compound activity: PubChem, National Center for Advancing Translational Sciences (NCATS)
